Screens as filed in PubChem BioAssay.
bub3: NCI yeast anticancer drug screen, S. cerevisiae bub3 mutant strain. hit rate 9.9% among 78,000. % growth inhibition at 50 µM. AID 167, 2004;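 also: 0% = growth of vehicle-only cultures of the same strain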
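Screening used yeast with an engineered genetic alteration affecting cell cycle control. Compound-exposed cultures were compared with vehicle cultures, and reduced growth was taken as inhibition.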
mec2-1: NCI yeast anticancer drug screen, S. cerevisiae mec2-1 strain. growth inhibition, % at 50 µM. hit rate 9% among 79,000. AID 157, 2004;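 also: 0% = growth of vehicle-only cultures of the same strain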
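Growth inhibition is read against vehicle-treated controls after compound exposure of the mec2-1 yeast strain, which is defective in DNA damage repair or cell cycle control.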
yeast sgs1 mgt1: NCI yeast anticancer drug screen, S. cerevisiae sgs1 mgt1 strain. % growth inhibition at 50 µM. hit rate 10% among 78,000. AID 161, 2004;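 also: 0% = growth of vehicle-only cultures of the same strain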
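Yeast cells carrying a defined DNA-repair defect were exposed to test compounds. Growth inhibition was measured relative to vehicle-treated controls.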
cln2 rad14: NCI yeast anticancer drug screen, S. cerevisiae cln2 rad14 strain. growth inhibition, % at 50 µM. hit rate 8.3% among 78,000;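 also: 0% = growth of vehicle-only cultures of the same strain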
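The screen exposed genetically defined yeast (cln2 rad14) to test compounds and scored growth inhibition relative to vehicle-treated controls.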
mlh1 rad18: NCI yeast anticancer drug screen, S. cerevisiae mlh1 rad18 strain | growth inhibition, % at 50 µM | hit rate 11% among 79,000;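 also: 0% = growth of vehicle-only cultures of the same strain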
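Genetically defined yeast (DNA repair-deficient) exposed to compounds; growth inhibition determined relative to vehicle.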
rad50: NCI yeast anticancer drug screen, S. cerevisiae rad50 strain. % growth inhibition at 50 µM. hit rate 10% among 79,000;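 also: 0% = growth of vehicle-only cultures of the same strain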
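Growth of the mutant yeast was measured after compound exposure and referenced to vehicle-treated cultures.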
An asterisk follows results filed as active; · = not tested or not shown; & = joins results of further samples. Rule as the data show it: active = growth inhibition above about 70%; inactive = the rest.

SMILES | bub3 | mec2-1 | yeast sgs1 mgt1 | cln2 rad14 | mlh1 rad18 | rad50
CCN(CC)CCN1CCNc2c3cc(OC)ccc3nc3c([N+](=O)[O-])ccc1c23 | 19 | 28 | 1 | 50 | -21 | -28
CCOC(=O)C(=O)CC(=O)c1ccccc1 | 9 | 8 | -6 | -26 | 12 | 9
OCCN(CCO)C(CO)(CO)CO | · | -13 | · | · | 25 | 1
CC(C)c1ccc(/C=C/C(=O)c2ccc([N+](=O)[O-])cc2)cc1 | 21 | 2 | 12 | -13 | 3 | 10
CCC[CH2][Sn]([CH2]CCC)([O]C(=O)C1CCC(=O)N1)[O]C(=O)C1CCC(=O)N1 (stereo not drawn) | 91* | 91* | 90* | 91* | 89* | 90*
O=[N+]([O-])c1cnccc1/C=C\c1ccccc1 | -6 | 3 | -2 | -36 | 12 | 4
COc1ccc(C)cc1S(=O)(=O)c1ccc(Cl)cc1[N+](=O)[O-] | 2 | -11 | 2 | -13 | -25 | -3
O=C(O)C/C(=C\c1ccccc1)C(=O)O | -24 | -26 | -17 | 4 | -31 | -3
CCNS(=O)(=O)c1ccc(NS(=O)(=O)c2ccc(N)cc2)cc1 | -5 | -9 | 4 | -36 | -3 | 3
O=[N+]([O-])c1ccc(Oc2ccccc2)cc1 | -4 | -15 | 34 | 31 | 26 | 48
O=C(O)C1CCCN1C(=O)C(CSC(c1ccccc1)(c1ccccc1)c1ccccc1)NC(c1ccccc1)(c1ccccc1)c1ccccc1 (stereo not drawn) | -16 | 2 | 17 | -34 | 37 | -3
O=C(O)CC(CSCP(=O)(O)O)C(=O)O (stereo not drawn) | 1 | 2 | 3 | -8 | 16 | 7
CCOc1ccc2ccccc2c1N | 52 | 15 | 24 | 5 | 47 | 44
CCOC(=O)C1CC(=O)C2/C(=C(\O)c3ccccc3)C=C([N+](=O)[O-])C1C2[N+](=O)[O-] (stereo not drawn) | 4 | 4 | -14 | -1 | -1 | 3
OCCNCCO | -6 | 15 | -56 | -14 | -2 | 13
Nc1ccc(/C(=N\O)c2ccccc2)cc1 | -3 | 14 | 24 | 1 | 10 | 20
CCc1ccc2[nH]nc(CCC(=O)O)c(=O)c2c1 | -23 | -5 | -13 | -12 | -7 | -2
C=CCNc1ccc(Cl)cc1Cl | -9 | -6 | -22 | -54 | 13 | -4
CC(O)(C#Cc1ccccc1)c1nc2ccccc2s1 (stereo not drawn) | 17 | -5 | -5 | -8 | 4 | 1
O=C(O)CCc1nc(-c2cccc(Br)c2)n[nH]1 | 7 | 10 | 5 | 17 | 16 | 17
Cc1cc(=O)[nH]c(/N=C(\N)Nc2ccc(Cl)cc2)n1 | 4 | -20 | -2 | -34 | -23 | 4
OCc1ccc(CO)o1 | 24 | 16 | -16 | -2 | 5 | 18
CN(C)CCCCc1cn(-c2ccccc2)c2ccccc12 | 18 | 15 | 43 | 12 | 33 | 21
CC1=NN(c2ccc([N+](=O)[O-])cc2)C(=O)C1 | 26 | 0 | 23 | 6 | 37 | 26
CC(=O)OC1CCC2(C)C(CCC3C2CC(OC(C)=O)C2(C)C(C(C)CC(Br)C(=O)c4ccccc4)CCC32)C1 (stereo not drawn) | 2 | 1 | 21 | -39 | 16 | 36
C=C1C(=O)OC2C[C@@]3(C)CCC[C@H](C)C3=CC12 (stereo partly drawn) (tested in a mixture with another compound) | 93* | 93* | 93* | 60 | 89* | 85*
Cc1ccc2c(c1)NC(=O)CC(c1ccccc1)=N2 | -16 | 11 | 1 | -21 | -20 | -25
Cc1cccc(C)[n+]1[O-] | 16 | 5 | -7 | -39 | 1 | 2
COc1ccccc1N1C(=O)CSC1=S | · | -8 | · | · | 48 | 9
Cc1nn(C(=O)c2ccccc2O)c2c1C(c1ccc3ccccc3c1O)SC(N)=N2 (stereo not drawn) | 98* | 93* | 97* | 92* | 98* | 97*
COc1ccccc1C1CCCCCCC1OS(=O)(=O)c1ccc(C)cc1 (stereo not drawn) | -2 | -6 | -3 | 8 | 7 | 24
O=C(O)CCC12CCC(=O)N1Cc1ccccc1C2=O (stereo not drawn) | -2 | 7 | -8 | -4 | 11 | -4
OC(c1ccc(F)cc1)(c1ccc(F)cc1)C1CC1 | 65 | 40 | 51 | 29 | 64 | 63
C=CCOC(=O)CC(OC(C)=O)C(CC)CC(C)C (stereo not drawn) | 40 | 19 | 18 | 81* | 28 | 24
COc1ccc2nc(N/N=C/C(C)=N/Nc3cc(C)c4cc(OC)ccc4n3)cc(C)c2c1 | 0 | 5 | -2 | 3 | -23 | -3
COC(=O)C(CCCCNC(=O)OCc1ccccc1)NC(=O)C(CCC(=O)OCc1ccccc1)NC(=O)OC(C)(C)C (stereo not drawn) | -15 | -13 | -11 | 44 | -23 | -10
c1cc2nc(c1)CSCCCCCCCSC2 | 52 | 45 | 30 | -3 | 23 | 2
COc1ccccc1CNCCCCCCNCCSSCCNCCCCCCNCc1ccccc1OC | -2 | 5 | 7 | -37 | 32 | 7
O=[N+]([O-])c1ccc(Nc2ccccc2)c2nonc12 | 14 | 4 | 0 | 26 | 29 | -22
Cc1ncc([N+](=O)[O-])n1CCn1ccnc1[N+](=O)[O-] | -11 | -7 | 4 | 10 | -14 | 6
Cc1nc2ccc(S(=O)(=O)Nc3ccccc3)cc2c(=O)n1NC(=O)CNc1ccccc1 | 26 | -9 | 33 | 0 | 27 | 27
COC(=O)C1c2cc3c(cc2C(OC2OC(C)C(OC)C(C)(OC)C2OC)CC1(C)O)C(=O)c1c(O)cc2c(c1C3=O)OC1OC2(C)C(O)C([N+](C)(C)[O-])C1O (stereo not drawn) | 75* | 61 | 66 | 48 | 54 | 70*
O=S(=O)(O)C(Nc1ccccn1)c1ccccc1 (stereo not drawn) | 4 | -5 | -13 | -13 | -8 | -10
c1ccc(N=c2ncc3nc(-c4ccccc4)c(-c4ccccc4)n(-c4ccccc4)c-3n2)cc1 | -2 | 0 | 1 | 0 | 15 | 24
CC(=O)CCC1(C(=O)O)CCCCCCC1=O (stereo not drawn) | 20 | 60 | 45 | 70 | 51 | 23
COc1ccc(C(O)CNC(=O)c2ccccc2)cc1 (stereo not drawn) | -2 | -4 | 12 | -7 | -60 | 12
FC(F)(F)c1ccc2ccc3ccc(Cl)cc3c2c1 | 22 | -24 | -4 | -10 | -7 | -8
N#C/C(=C/NC(=S)Nc1ccc(Cl)c(Cl)c1)C(N)=O | 14 | 20 | 30 | 20 | 52 | 36
NC(C(=O)O)c1ccc(CO)cc1 (stereo not drawn) | -5 | -8 | -4 | -38 | -6 | 7
Cc1ccc(S(=O)(=O)Nc2nnc(CC(C)C)s2)cc1 | 41 | -6 | 35 | 28 | 36 | 36
CCOC(=O)C(NCc1cccc(C(F)(F)F)c1)(NC(=O)CC)C(F)(F)F (stereo not drawn) | -5 | 5 | 15 | 4 | -24 | -1
COc1ccc2c(c1)C(=O)C(=O)N2 | -2 | -11 | -26 | 4 | -2 | -18
Cc1nn(-c2ccccc2)c(CC(Cc2c([N+](=O)[O-])c(C)nn2-c2ccccc2)c2ccccc2)c1[N+](=O)[O-] | 12 | -9 | -10 | 24 | 15 | 5
O=C(/C=C/c1ccccc1O)c1ccccc1 | -5 | -16 | 3 | 2 | -25 | -23
C[n+]1c(/C=C/C=C/c2ccccc2)oc2ccccc21 | 6 | -2 | -23 | -11 | 10 | -38
CCCC(=O)c1cc(-c2cc(C(=O)CCC)nc(N)n2)nc(N)n1 | -7 | -3 | 3 | -16 | 0 | 4
c1ccc2c(c1)Oc1cccc3cccc-2c13 | 56 | 18 | 48 | 25 | 43 | 67
Cc1ccc(S(=O)(=O)N/N=C2/CC3CCC2C3)cc1 (stereo not drawn) | 17 | 1 | -20 | -9 | -15 | 5
CC(C)C(C(=O)O)C(=O)O | 4 | 10 | 5 | 1 | 19 | 4
CCCCCCCc1cc(=O)[nH]c(=S)[nH]1 | 11 | -5 | 0 | -11 | -5 | 4

Rewritten as a markdown table: entries from further up.
| smiles | bub3 | mec2-1 | yeast sgs1 mgt1 | cln2 rad14 | mlh1 rad18 | rad50 |
| --- | --- | --- | --- | --- | --- | --- |
| Cc1ccc(S(=O)(=O)Nc2nnc(CC(C)C)s2)cc1 | 41 | -6 | 35 | 28 | 36 | 36 |
| CCOC(=O)C(NCc1cccc(C(F)(F)F)c1)(NC(=O)CC)C(F)(F)F (stereo not drawn) | -5 | 5 | 15 | 4 | -24 | -1 |
| COc1ccc2c(c1)C(=O)C(=O)N2 | -2 | -11 | -26 | 4 | -2 | -18 |
| Cc1nn(-c2ccccc2)c(CC(Cc2c([N+](=O)[O-])c(C)nn2-c2ccccc2)c2ccccc2)c1[N+](=O)[O-] | 12 | -9 | -10 | 24 | 15 | 5 |
| O=C(/C=C/c1ccccc1O)c1ccccc1 | -5 | -16 | 3 | 2 | -25 | -23 |
| C[n+]1c(/C=C/C=C/c2ccccc2)oc2ccccc21 | 6 | -2 | -23 | -11 | 10 | -38 |
| CCCC(=O)c1cc(-c2cc(C(=O)CCC)nc(N)n2)nc(N)n1 | -7 | -3 | 3 | -16 | 0 | 4 |
| c1ccc2c(c1)Oc1cccc3cccc-2c13 | 56 | 18 | 48 | 25 | 43 | 67 |
| Cc1ccc(S(=O)(=O)N/N=C2/CC3CCC2C3)cc1 (stereo not drawn) | 17 | 1 | -20 | -9 | -15 | 5 |
| CC(C)C(C(=O)O)C(=O)O | 4 | 10 | 5 | 1 | 19 | 4 |
| CCCCCCCc1cc(=O)[nH]c(=S)[nH]1 | 11 | -5 | 0 | -11 | -5 | 4 |

Other records.
SMILES | bub3 | mec2-1 | yeast sgs1 mgt1 | cln2 rad14 | mlh1 rad18 | rad50
COC(=O)Oc1ccccc1C(=O)O | -25 | -23 | -16 | 0 | -6 | -25
C/C(N=NC(=S)N1CCCCC1)=C1\C=CC=CN1O | 43 | -7 | 54 | 98* | 22 | 11
COc1ccc(C2OCC3C(c4ccc(OC)c(OC)c4)OCC23)cc1OC (stereo not drawn) | 3 | 5 | 19 | 27 | 17 | 3
C#CC(C)(CC)OC(C)=O (stereo not drawn) | 20 | -16 | 8 | -23 | 20 | 44
O=C(Oc1ccc(Cl)cc1)c1ccccc1 | -8 | -2 | -2 | 2 | -26 | 25
CCOC(=O)Nc1nn[nH]n1 | -5 | 1 | 32 | 4 | 4 | 8
COc1cccc(C2c3cc4c(cc3OC(Nc3ccccc3)C2C)OCO4)c1O (stereo not drawn) | 53 | 55 | 95* | 90* | 96* | 77*
CCN(CC)c1ccc(N=Nc2ccc(-c3nc4cccn(C)c-4n3)cc2)cc1 | 84* | 79* | 77* | 80* | 82* | 80*
COC(=O)C[C@H]1CCC2(OCCO2)[C@]1(C)C(=O)OC | -7 | -12 | -11 | -23 | -27 | -11
Clc1ccc(C2=CCN3CC=C(c4ccc(Cl)cc4)C23)cc1 | 100* | 100* | 100* | 100* | 100* | 100*
Oc1ccc([C@H]2Oc3c(ccc(O)c3O)[C@@H](O)[C@H]2O)cc1O | 7 | -7 | 4 | -56 | -9 | -5
O=C(OC(CN1CCCCC1)CN1CCCc2ccccc21)C(O)C(O)C(O)(CO)C(=O)OC(CN1CCCCC1)CN1CCCc2ccccc21 (stereo not drawn) | 8 | 7 | 44 | 2 | 41 | 15
COc1cccc(-c2cc(C(=O)O)c3cc4ccccc4cc3n2)c1OC | -2 | 3 | 23 | 4 | 17 | 6
CCCOc1ccc(OCC(=O)c2ccccc2)cc1 | 62 | -32 | 26 | 5 | 8 | -24
Cc1ccc(NC(=O)CC2C(=O)Nc3ccccc3S2=O)cc1C (stereo not drawn) | -18 | -41 | -18 | 10 | -2 | -17
Oc1ccc(Br)cc1C(c1ccc2c(c1)OCO2)N1CCOCC1 (stereo not drawn) | 1 | 14 | -8 | 14 | 16 | 9
COc1ccc2sc3cccc(NCCN(C)C)c3c(=O)c2c1 | -5 | -4 | 55 | 32 | 67 | 25
C=CCSc1ccsc1 | -6 | 7 | -11 | -8 | 5 | 2
COc1nc(C(=O)NNC(=O)c2nc(OC)c3ccccc3c2-c2ccccc2)c(-c2ccccc2)c2ccccc12 | -17 | -6 | -19 | -9 | 1 | -7
O=c1[nH][nH]c(=O)c2ccccc12 | -1&-10 | -7&-25 | -7&-24 | -13&-1 | 25&3 | 9&7
CC(O)CN1CCN(CN(CC(C)O)CC(C)O)CC1 (stereo not drawn) | 9 | 7 | 11 | -3 | -16 | 1
CN(C)c1ccc(/C=C/c2ccc3ccccc3[n+]2C)cc1 | 84* | 99* | 46 | 98* | 98* | 53
COc1ccccc1CNCc1nc2ccccc2[nH]1 | 1 | 3 | 7 | 13 | 37 | 5
CC(C)CCCC(C)C1CCC2C3CC=C4CC(OP(=O)(N5CC5)N5CC5)CCC4(C)C3CCC12C (stereo not drawn) | -4 | 1 | 11 | 19 | 12 | 27
COc1c(O)c(OC)c(C(=O)/C=C/c2ccccc2)c(O)c1OC | 26 | 16 | 26 | 30 | 2 | 9
